TGFb SMAD3 inh: qHTS for Inhibitors of TGF-b | 410,000 tested, 1.2% active | Potency, µM (titrated, usually from 46.1 µM), for inactives: top-dose activity, negative = inhibition, actives largely listed as inhibitors | HepG2 CAGA-GFP TGF-b/SMAD3 reporter, GFP fluorescence, 18 h; TGF-beta stimulated, 500 pg/mL final; note: potency is the fitted concentration of half-maximal effect; % is set by controls: 0 for no effect and ±100 for the full control effect; nearly all actives have a fitted effect of over 65% in size
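Read-out: total well GFP (ex488/em500-530) summed from mean per-cell fluorescence. Cells: HEPG2 CAGA-GFP, 1% FBS DMEM, 18 h at 37 degrees C with 500 pg/mL final TGF-beta. Unstimulated wells served as the full-inhibition control; stimulated DMSO wells = 0%.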
Akt phos inh: HTS Assay for Inhibitors of Akt Phophorylation: Primary Screen. Neuro2A IGF-stimulated pAkt S473 HTRF, 20 min; active compounds read low. activity change, % for hits at 50 µM. 360,000 tested, 0.32% active. AID 651550, 2012; in the data active = activity change below about -80%; inconclusive = mostly about -51% to -80%; note: % is set by controls: 0 for no effect and ±100 for the full control effect
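Neuro2A cells in DMEM with 0.5% FBS, overnight at 37 deg C, given compound at single 50 µM final, then IGF (6 nM final) for 20 min at 37 deg C. Lysed; phospho-Akt Ser473 by HTRF after 24 h, 665/615 ratio.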
A549 tox: Nrf2 qHTS screen for inhibitors: counterscreen for cytotoxicity; A549 ARE-Fluc cells, CellTiter-Fluor viability, 18-24 h; Potency, µM (series often up to 46 µM), for the others: at the top dose activity change, negative = cytotoxicity, most hits filed as inhibitors; 390,000 tested, 0.16% active; AID 504648, 2011; note: potency is the fitted concentration of half-maximal effect; % is set by controls: 0 for no effect and ±100 for the full control effect
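A549 ARE-Fluc cells in 5% FBS OPTI-MEM, 5000 cells/well, rested 2 h then exposed to compounds in concentration-response for 18-24 h at 37 °C. Viability by CellTiter-Fluor fluorescence (Ex 405/Em 525) after 30 min; luciferase luminescence (BugLite, 15 min, RT) read afterwards.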
CCT modulator: High-Throughput Screening for Modulators of Cytosolic Chaperonin Activity; purified chaperonin ATPase assay, HTRF ADP detection, 30 min; activity change, % (no concentration beside the values), hits read low; 360,000 tested, 0.3% active; AID 651819, 2012; in the data active = activity change below about -30%; note: % is set by controls: 0 for no effect and ±100 for the full control effect
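Enzyme 40 or 20 nM (batch-dependent) in Tris pH 7.4/KCl/MgCl2/DTT; cpd 76 uM single point; ATP 10 uM; 30 min 37 °C; Transcreener ADP HTRF detection, 30 min RT; ratio 665/615.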
EPAC2 antag: qHTS for Antagonist of cAMP-regulated guanine nucleotide exchange factor 2 (EPAC2): primary screen; Rap guanine nucleotide exchange factor 4 (Homo sapiens), Q8WZA2; EPAC2 GEF exchange of Rap1B-BODIPY-GDP, fluorescence; Potency, µM (titrated, usually from 114 µM), inactives show top-dose activity, negative = inhibition, most hits filed as inhibitors; 360,000 tested, 0.18% active; note: potency is the fitted concentration of half-maximal effect; % is set by controls: 0 for no effect and ±100 for the full control effect; nearly all actives have a fitted effect of over 45% in size; many of its hits are not listed in these tables
Target sequence (Q8WZA2 whole entry, looked up): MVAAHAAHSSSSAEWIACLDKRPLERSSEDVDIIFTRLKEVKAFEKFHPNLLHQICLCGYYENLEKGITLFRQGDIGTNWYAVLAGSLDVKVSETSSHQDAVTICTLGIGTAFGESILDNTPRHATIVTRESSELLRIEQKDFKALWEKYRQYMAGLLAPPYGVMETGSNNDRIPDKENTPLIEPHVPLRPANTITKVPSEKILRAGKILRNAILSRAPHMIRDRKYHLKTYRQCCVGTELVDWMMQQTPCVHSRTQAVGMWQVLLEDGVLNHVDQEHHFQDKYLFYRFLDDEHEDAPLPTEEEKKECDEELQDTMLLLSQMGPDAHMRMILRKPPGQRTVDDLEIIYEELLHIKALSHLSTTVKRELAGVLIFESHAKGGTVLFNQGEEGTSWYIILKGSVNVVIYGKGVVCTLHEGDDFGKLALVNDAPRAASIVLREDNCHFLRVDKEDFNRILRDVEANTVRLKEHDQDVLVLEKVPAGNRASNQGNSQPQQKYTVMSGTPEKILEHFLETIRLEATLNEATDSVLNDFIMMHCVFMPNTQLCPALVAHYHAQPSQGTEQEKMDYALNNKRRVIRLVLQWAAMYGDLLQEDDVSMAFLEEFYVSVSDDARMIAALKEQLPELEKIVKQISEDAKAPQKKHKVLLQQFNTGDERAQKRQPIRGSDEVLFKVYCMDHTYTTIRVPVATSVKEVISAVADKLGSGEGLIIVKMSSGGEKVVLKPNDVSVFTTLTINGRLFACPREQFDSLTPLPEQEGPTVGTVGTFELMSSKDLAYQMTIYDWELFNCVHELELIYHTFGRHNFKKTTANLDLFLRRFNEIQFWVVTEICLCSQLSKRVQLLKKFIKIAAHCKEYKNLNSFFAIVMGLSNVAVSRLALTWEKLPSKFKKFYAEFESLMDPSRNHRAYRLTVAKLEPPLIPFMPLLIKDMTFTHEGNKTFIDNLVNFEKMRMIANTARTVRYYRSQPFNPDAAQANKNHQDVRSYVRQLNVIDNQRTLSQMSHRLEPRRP
MmCpn inh: Inhibitors of TCP-1 ring complex (TRiC) of Methanococcus maripaludis (MmCpn): qHTS; Chaperonin Mm-Cpn (Methanococcus maripaludis); 330,000 tested, 0.031% active; purified Mm-Cpn ATPase, ADP Transcreener TR-FRET; AID 504842, 2011; Potency, µM (doses to about 76.9 µM), for the others: at the top dose activity, negative = inhibition, usual class: inhibitors; note: potency is the fitted concentration of half-maximal effect; % is set by controls: 0 for no effect and ±100 for the full control effect; nearly all actives have a fitted effect of over 80% in size
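Measured: ADP formation by purified Mm-CPN. Conditions: 25 nM protein, 10 uM ATP, Tris pH 7.4 with Mg2+, K+ and DTT, 37°C for 30 min. Detection: Transcreener HTRF after 30 min at room temperature.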
Nrf2 activator: qHTS of Nrf2 Activators | AREc32 ARE-luciferase reporter (MCF7-derived line), luminescence, 24 h | 410,000 tested, 0.31% active | AID 624171, 2012 | Potency, µM (doses to about 46.1 µM), for the others: at the highest dose activation, most hits filed as activators; note: potency is the fitted concentration of half-maximal effect; % of control where 0% means no effect; nearly all actives have a fitted effect of over 65% in size
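ARE activation measured as luciferase luminescence (Steady-Glo, 30 min RT) in AREc32_Fluc cells after 24 hr compound exposure at 37 deg C, 5% CO2; cells seeded overnight at 1000/well in OPTI-MEM, 5% FBS.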
Nrf2 block: Nrf2 qHTS screen for inhibitors. A549 ARE-Fluc reporter, luciferase luminescence, 18-24 h. Potency, µM (top dose mostly 46 µM), without a hit: at the highest dose activity change, negative = inhibition, actives largely listed as inhibitors. 360,000 tested, 2.1% active. AID 504444, 2011; note: potency is the fitted concentration of half-maximal effect; % is set by controls: 0 for no effect and ±100 for the full control effect; nearly all actives have a fitted effect of over 60% in size
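In this cell-based qHTS, ARE-driven firefly luciferase in A549 cells reports Nrf2 activity; the luminescent signal after BugLite lysis is the measured value, with a prior CellTiter-Fluor read for cell health.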
EPAC2 ag: qHTS for Agonist of cAMP-regulated guanine nucleotide exchange factor 4 (EPAC2): primary screen. Rap guanine nucleotide exchange factor 4 (Homo sapiens), Q8WZA2. EPAC2 activation, biochemical qHTS; response scale: 100% = 6.5 mM cAMP response. Potency, µM (highest dose often 154 µM), for the others: at the top dose activation, hits mostly activators. 360,000 tested, 0.079% active; note: potency is the fitted concentration of half-maximal effect; nearly all actives have a fitted effect of over 50% in size
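Exchange assay: 100 nM EPAC2 with 250 nM Rap1B-BODIPY-GDP and 50 uM GDP. Fluorescence (ex 480/em 540 nm) read every 5 min for 30 min at room temperature. Data normalized to 6.5 mM cAMP as agonist control.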
Active calls of the source: *; i = inactive; ? = inconclusive; nt = not tested or not shown; [ ] = remark or other dose. Unless noted, calls come from the whole dose curve; as a rule, active = well fitted curve in the direction sought with a large enough effect; inconclusive = small, poorly fitted or top-dose-only effect, or another doubt; inactive = no such curve, though single readings can be large; an effect the other way counts as inactive or inconclusive.

Order of results: TGFb SMAD3 inh, Akt phos inh, A549 tox, CCT modulator, EPAC2 antag, MmCpn inh, Nrf2 activator, Nrf2 block, EPAC2 ag
- CC1CCCCC1NC(=O)COC(=O)COc1ccccc1F (stereo not given)
    14%, i, 3%, -0.8, -6%, -2%, 0.1%, 7%, -2%
- COc1ccc(NC(=O)CN2CCN(c3ccc(Cl)cc3)CC2)c(OC)c1
    -4%, i, 1%, 0.6, -11%, 0%, -0.5%, nt, 8%
- CCCn1nc(C(=O)NCCc2ccc(S(N)(=O)=O)cc2)c2ccccc2c1=O
    -1%, i, -1%, -0.6, -6%, -1%, 2.6%, -25%, 0%
- CN(C)C(CNC(=O)c1cccc(S(=O)(=O)NCc2ccccc2)c1)c1ccco1 (stereo not given)
    8%, i, -3%, 1.0, 4%, -3%, 1.8%, -4%, 1%
- COc1cc(C(=O)Nc2ccc(NC(=O)c3ccccc3Cl)nc2)cc(OC)c1OC
    1%, i, -5%, 0.2, -19%, 1%, 3.2%, ?, -1%
- CN(C)S(=O)(=O)c1ccc(C(=O)/C=C/c2cccnc2)cc1
    2%, i, 3%, 2.7, 20%, 2%, 0.1%, 7%, 1%
- CC(=O)C1=CCC(c2ccccc2)N(S(=O)(=O)c2ccc(C)cc2)C1 (stereo not given)
    -12%, i, nt, 2.0, -18%, nt, 8.1%, nt, 12%
- COc1ccc(N2CCN(C(=O)CSc3nc4c(c(=O)n(C)c(=O)n4C)n3C(C)C)CC2)cc1
    0%, i, 15%, -1.2, 0%, 1%, 2.0%, -14%, 2%
- COc1ccc2ccccc2c1/C=N/NC(=S)NCCN1CCOCC1
    ?, i, 14%, -0.8, -1%, -2%, ?, 12%, 12%
- COc1ccc(CCNC(=O)CCCn2c(=O)c3ccccc3n(Cc3ccccc3)c2=O)cc1OC
    -17%, nt, 0%, nt, nt, nt, 0.0%, ?, nt
- Cc1ccc(C(=O)N2CCN(c3ccc(NC(=O)c4cccnc4Cl)cc3)CC2)cc1
    2%, i, 2%, -0.8, 0%, 0%, -0.1%, -8%, 9%
- CCOc1ccc2cc(C(=O)c3ccccc3)c(=O)oc2c1
    -7%, i, -1%, 1.8, 9%, 0%, 4.4%, 2%, -5%
- CC(C)CCN1CCC(CN2CCNC(=O)C2=O)CC1
    -7%, i, 1%, 1.0, -4%, nt, -1.0%, 16%, 5%
- Cc1ccc(-c2cc(=O)[nH]c(NCc3ccccc3)n2)cc1
    -1%, i, 4%, -0.8, 7%, nt, 3.3%, ?, 14%
- CCCCC(c1nc2ccccc2[nH]1)N(C(=O)c1ccccc1)c1ccccc1[N+](=O)[O-] (stereo not given)
    ?, i, nt, 0.6, 2%, nt, 1.2%, nt, 6%
- O=C(CN1CCN(C(=O)C2CCCO2)CC1)Nc1ccc(Br)cc1 (stereo not given)
    -3%, i, -2%, -1.8, 3%, -5%, -0.5%, 13%, 4%
- O=c1c(-c2nn[nH]n2)coc2ccc(Cl)cc12
    ?, i, -14%, -2.5, -1%, 5%, -0.7%, 3%, 19%
- O/C(=C\c1ccc2ccccc2n1)c1ccc(O)cc1O
    4%, i, -13%, 2.5, 52%[activator], -3%, 8.3%, ?, 10%
- COC(=O)c1ccc(N2CCCCC2)c(N)c1
    -1%, i, 3%, -0.9, 5%, 2%, 0.4%, ?, 2%
- CN1C(=O)c2ccccc2C(C(=O)NCc2ccco2)C1c1c[nH]c2ccccc12 (stereo not given)
    26%, i, -5%, -3.3, -5%, nt, 1.1%, nt, -4%
- CCCC(=O)Nc1ccc(NC(=O)c2cccc(OC)c2)nc1
    8%, i, 1%, 0.1, 5%, 2%, 1.8%, 13%, 2%
- Cc1ccccc1-c1cc2nc(NCc3ccccc3)n(C)c(=O)c2s1
    ?, nt, nt, -0.1, -7%, nt, -1.0%, nt, 16%
- COc1cccc(C2=NOC(C(=O)Nc3ccc4c(c3)OCO4)C2)c1OC (stereo not given)
    -4%, i, -5%, -1.8, 0%, 0%, 2.8%, -2%, 1%
- Nc1c(Cl)ncnc1N/N=C/c1ccncc1
    -13%, i, 1%, 1.0, 5%, -5%, -0.7%, 17%, 5%
- C=CCSc1nc2ccccc2n1Cc1nnc(-c2cccs2)o1
    -6%, i, 1%, 0.6, 0%[57.1 µM], -28%, 0.2%, -13%, 6%
- Cc1ccccc1OC(=O)c1nc(SCc2ccccc2F)ncc1Cl
    -21%, nt, 1%, nt, nt, nt, 2.1%, 26%, nt
- O=C(N1CCN(c2ccccn2)CC1)C(Cl)(Cl)Cl
    -4%, i, -4%, -2.5, 4%, 2%, 0.6%, 11%, 6%
- O=C(Nc1cccc(Cl)c1)Nc1nnc([C@H]2C[C@H](O)[C@@H](CO)O2)s1
    6%, i, nt, 2.0, -16%, nt, -0.3%, nt, 6%
- Cc1ccccc1C(=O)NC(C(=O)Nc1nc2c(s1)CCCC2)C(C)C (stereo not given)
    -25%, i, 1%, -0.8, 11%, 1%, 0.9%, -14%, -3%
- Cc1ccc(NS(=O)(=O)c2cccc(C(=O)N3CCCCCC3)c2)cc1
    -6%, i, -3%, 2.0, 1%, -2%, -0.3%, -23%, 1%
- CN(C)C(=O)c1cc2c(c(-c3cccc(C4=CCCCC4)c3)n1)[C@@H](CCO)N(S(=O)C(C)(C)C)C2 (stereo not given in full)
    0%, i, nt, 0.0, 3%, nt, 0.0%, nt, 7%
- Cc1ccc(NC(=O)C2C3C=CC4(O3)C2C(=O)N(CCN2CCOCC2)C4C(=O)NC2CCCCC2)cc1C (stereo not given)
    2%, i, -16%, -1.0, -1%, 2%, -0.5%, 0%, 9%
- CC1(C(=O)NS(=O)(=O)c2cccs2)CCN1C(=O)C1(c2ccccc2)CCCC1 (stereo not given)
    -25%, i, nt, -0.4, -16%, nt, -0.6%, nt, 10%
- COc1ccc(C(=O)N2CCN=C2c2ccccc2)cc1OC
    -4%, i, -9%, -27, -2%, 0%, 0.4%, -13%, -19%
- COc1cc(OC)cc(C(=O)NNC(=O)CCc2nc3ccccc3c(=O)[nH]2)c1
    9%, i, 0%, 2.1, 10%, 0%, 2.6%, -3%, -1%
- CN(c1ccccc1)S(=O)(=O)c1cccc(C(=O)NCc2ccccc2)c1
    -2%, i, 2%, -4.1, -4%, -2%, -0.7%, ?, 9%
- COc1ccc(C)cc1NC(=O)C(=O)NNC(=O)c1ccco1
    2%, i, -15%, -0.3, -2%, 1%, 0.3%, ?, 2%
- c1ccc(-c2cn(C[C@H]3CC[C@H](Cn4cc(-c5ccccn5)nn4)O3)nn2)nc1
    0%, i, 14%, -1.0, -10%, 0%, -0.9%, 11%, 3%
- COCCNC(=O)c1onc(CSc2ccncc2)c1C(=O)NCCOC
    -2%, i, 0%, -3.9, 13%, 3%, -0.1%, 1%, -3%
- Cc1nn(C(C)C(=O)NCCCN2CCCCCC2)c(=O)c2c1sc1ccccc12 (stereo not given)
    -2%, i, -10%, 0.6, -7%, 0%, 0.4%, 13%, 1%
- Cc1ccc(OCCSc2nc(N)cc(N)n2)cc1
    1%, i, -1%, -0.9, -3%, 0%, 3.0%, 11%, 11%
- CCC1CCCCN1S(=O)(=O)c1ccc(C(=O)N(CCCN(C)C)c2nc3cc4c(cc3s2)OCO4)cc1 (stereo not given)
    ?, i, -19%, -1.4, 1%, -3%, 2.1%, ?, 6%
- CCOC(=O)C1CCN(c2cc3c(cc2NC(=O)c2ccccc2Br)n(C)c(=O)n3C)CC1
    -12%, i, -7%, 0.2, -12%, -5%, 0.0%, 8%, 16%
- Cc1cc(C(=O)OCC(=O)Nc2ccccc2Br)c(C)o1
    5%, i, 4%, -53*, 8%, 1%, 0.4%, -13%, -17%
- COc1ccc(OC)c(NC(=O)CCNS(=O)(=O)c2cc(Br)cnc2N)c1
    10%, i, 1%, -0.2, 4%, 2%, -0.2%, 6%, 5%
- Cc1ccc2oc(=O)c3cnn(CC(=O)N(CCCN4CCOCC4)Cc4ccco4)c3c2c1
    -6%, i, 10%, -1.8, -4%, -2%, -0.8%, 12%, 12%
- NS(=O)(=O)c1ccc(CCNC(=O)C2CCN(C(=O)Nc3ccccc3)CC2)cc1
    2%, i, 4%, -1.5, -9%, 0%, -0.5%, -12%, 13%
- CN(C)c1ccc(/C=N/NC(=O)c2cc(=O)[nH]c3ccccc23)cc1
    -8%, i, 1%, 0.6, 1%, -7%, 0.4%, 20%, 14%
- O=C(CSc1nnc(NC(=O)c2c(F)cccc2F)s1)NCc1ccc(F)cc1
    9%, i, 2%, -0.4, -9%, 1%, 2.4%, 11%, -3%
- CCOC(=O)c1oc2cc(O)cc(C)c2c1C
    -9%, i, 0%, -1.3, 3%, nt, 6.8%, 13%, 8%
- O=C(CSc1nc(C2CC2)nc2ccccc12)Nc1ccccc1N1CCOCC1
    -9%, i, -2%, 0.3, -26%, -2%, ?, -1%, 16%
- C[C@@H]1CN([C@@H](C)CO)C(=O)c2cc(NC(=O)Nc3ccccc3)ccc2O[C@@H](C)CCCCO[C@H]1CN(C)C(=O)Nc1ccc(C(F)(F)F)cc1
    -8%, i, nt, 1.0, 0%, nt, 2.7%, nt, -14%

High-throughput results from PubChem.

Only part of the results is shown (hit frequency here may not be typical).
